FLuc inh counter: Photinus pyralis luciferase inhibition counter-screen; inhibition, % at 10 µM; ATPLite firefly luciferase biochemical luminescence, 10 min; AID 1006; P08659; 1.5% of 200,000 active;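 active = inhibition above about 50% when tested at 10 µM, limit read from the data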
Target sequence (P08659 whole entry, looked up): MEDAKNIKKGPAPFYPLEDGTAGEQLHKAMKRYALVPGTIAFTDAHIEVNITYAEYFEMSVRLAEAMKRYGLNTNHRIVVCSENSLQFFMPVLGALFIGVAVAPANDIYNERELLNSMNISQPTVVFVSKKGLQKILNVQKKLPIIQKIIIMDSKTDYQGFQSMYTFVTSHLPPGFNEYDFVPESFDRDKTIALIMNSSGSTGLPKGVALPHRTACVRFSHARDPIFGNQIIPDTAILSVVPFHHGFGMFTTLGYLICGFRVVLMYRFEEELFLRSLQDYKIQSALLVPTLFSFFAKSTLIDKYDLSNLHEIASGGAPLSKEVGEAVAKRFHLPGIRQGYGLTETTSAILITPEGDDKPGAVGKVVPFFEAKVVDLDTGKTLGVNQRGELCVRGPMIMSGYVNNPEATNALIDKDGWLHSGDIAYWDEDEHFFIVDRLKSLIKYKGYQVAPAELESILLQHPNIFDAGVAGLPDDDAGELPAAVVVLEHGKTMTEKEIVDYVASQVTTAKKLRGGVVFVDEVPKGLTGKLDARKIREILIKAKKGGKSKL
TNAP act hiacc: TNAP (human) activation, high acceptor; P05186; purified TNAP, CDP-star luminescence, 1 M DEA, 30 min; active compounds read high; 0 = EDTA background, 1 = DMSO-only activity; activation factor at 20 µM; AID 1136; 200,000 tested, under 10 active;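 active = activation factor at least 2 at 20 µM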
Target sequence (P05186 whole entry, looked up): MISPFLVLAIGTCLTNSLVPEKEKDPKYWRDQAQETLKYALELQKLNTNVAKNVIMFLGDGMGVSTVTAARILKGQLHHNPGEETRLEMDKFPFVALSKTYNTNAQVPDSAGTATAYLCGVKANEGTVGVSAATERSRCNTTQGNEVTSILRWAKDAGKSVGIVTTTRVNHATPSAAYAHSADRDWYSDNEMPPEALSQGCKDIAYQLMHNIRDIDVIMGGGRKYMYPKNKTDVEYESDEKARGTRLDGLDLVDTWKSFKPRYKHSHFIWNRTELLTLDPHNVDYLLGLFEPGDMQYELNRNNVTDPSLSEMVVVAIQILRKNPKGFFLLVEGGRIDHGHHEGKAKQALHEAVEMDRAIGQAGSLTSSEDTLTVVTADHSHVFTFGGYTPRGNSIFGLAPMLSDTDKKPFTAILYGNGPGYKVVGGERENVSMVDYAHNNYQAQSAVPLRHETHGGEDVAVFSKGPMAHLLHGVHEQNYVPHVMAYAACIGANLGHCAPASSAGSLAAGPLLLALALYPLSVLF
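Control set: EDTA negative control, DMSO positive control / Assay system: human TNAP / Quantity: TNAP 1/800 final / Evaluation: TNAP activation factor scaled between EDTA and DMSO control wells / Measured by: luminescent substrate turnover signal / Compound dosing: one dose, 20 µM / Times: 30 min enzyme reaction at room temperature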
FLuc stim CS: affects firefly luciferase, flagging false hits in luciferase stimulation screens; activation factor at 10 µM; AID 1027; 200,000 tested, under 10 active; ATPlite luciferase biochemical, luminescence, 10 min; 0 = ATP-free wells, 1 = DMSO control;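 active = luciferase activation factor, scaled between plate controls, of at least 2 with compound at 10 µM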
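Assay system – cell-free luciferase reagent · Medium – PBS-based ATP solution · Dosing – test compounds dosed from 2 mM stocks in 100% DMSO · Timing – 10 min, room temperature · Technique – light output (luminescence) · Measure – luminescence gain marking luciferase activators · Controls – No-ATP low control, compound-free enzyme-plus-ATP high control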
APP transl inh: APP translation inhibition; SH-SY5Y APP 5'UTR-luciferase reporter, luminescence; inhibition, % at 2 µM; 0.82% of 190,000 active; AID 1285;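 active = inhibition above a set limit, derived from the sample mean plus 3 SD, cut at about 45% in these data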; also: values of inactives mirror those of a sister screen read the other way
RAM network inh: inhibitors of the yeast RAM network. S. cerevisiae dse1pr::URA3 reporter, 5-FOA growth OD615, 2 d; analog-sensitive cbk1-as2 kinase mutant strain. inhibition, % at 50 µM. 1.8% of 190,000 active. AID 868;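 active = inhibition above a set limit, 3 SD over mean compound inhibition, cut at about 8.4% in these data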;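 also: 0% = DMSO-only wells with no growth and 100% = 10 µM 1-NA-PP1 full growth; inhibition rescues growth on 5-FOA so higher OD means more RAM inhibition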
Lmaj promast: Leishmania major promastigote growth inhibition | Leishmania major promastigotes, resazurin fluorescence viability | inhibition, % at 10 µM | 9% of 200,000 active; in the data active = inhibition above about 50%;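 also: promastigotes grown with compound for 44 hours at 28 °C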
bIAP inhibitor: blocks bovine intestinal alkaline phosphatase activity. purified bovine IAP, CDP-star luminescence, 30 min. inhibition, % at 20 µM. 190,000 tested, under 10 active. AID 1019;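 active = over 50% inhibition of intestinal alkaline phosphatase at 20 µM in the single-dose screen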
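Incubation: 30 min reaction at room temperature / Material: purified bovine intestinal alkaline phosphatase (IAP) enzyme / Input: enzyme at 1/65,000,000 dilution / Dosing: 20 µM single dose / Signal: CDP-star luminescence signal / Reagent: CDP-star chemiluminescent phosphatase substrate, 30 µM final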
TNAP inh noacc: inhibitors of human TNAP without phosphate acceptor; P05186; purified TNAP, CDP-star luminescence, 30 min; inhibition, % at 20 µM; 0.26% of 200,000 active; AID 1012;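 active = tissue-nonspecific alkaline phosphatase inhibition above about 50% at 20 µM in the single-dose screen, limit read from the data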;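 also: 0% = DMSO negative control and 100% = EDTA positive control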
bIAP activator: intestinal alkaline phosphatase (bovine) activation. activation factor at 20 µM. purified bovine IAP, CDP-star luminescence, 30 min; active compounds read high; fold of DMSO-control signal, blank-subtracted. 0.17% of 200,000 active;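 active = activation factor of 2 or more at 20 µM, a signal rise over negative controls twice the positive control's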
TNAP inh hiacc: inhibitors of human TNAP at high phosphate acceptor concentration; inhibition, % at 20 µM; AID 1135; 0.03% of 200,000 active; purified TNAP, CDP-star luminescence, 1 M DEA; P05186;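 active = over 50% inhibition of tissue-nonspecific alkaline phosphatase at 20 µM in the single-dose screen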;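 also: plate controls were DMSO wells for no effect and EDTA-quenched wells as full inhibition for full effect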
Starred values were filed as active, the others as inactive. Hits appear at their usual frequency (roughly 13% active in at least one column).

SMILES | FLuc inh counter | TNAP act hiacc | FLuc stim CS | APP transl inh | RAM network inh | Lmaj promast | bIAP inhibitor | TNAP inh noacc | bIAP activator | TNAP inh hiacc
CCn1c(CNc2nc(-c3ccccc3)cs2)nnc1SCC(=O)NCc1ccco1 | -2 | 1.1 | 1 | 3 | 5.0 | -2 | -5 | -14 | 1.1 | -7
CCCCC(=O)Nc1ccc(C(=O)N2CCN(C)CC2)cc1 | 1 | 1 | 1 | 0 | 0.1 | -2 | 0 | -4 | 1 | 3
COc1ccc(C(=O)Nc2cccc(-c3nc4ncccc4o3)c2C)cc1 | 8 | 1.1 | 0.9 | 16 | 0.8 | -5 | 10 | -10 | 0.9 | -9
CC(=O)Nc1ccc(Nc2c([N+](=O)[O-])c(=O)n(-c3ccccc3)c3ccccc23)cc1 | -6 | 1.1 | 1.1 | -20 | 4.0 | -4 | -2 | -10 | 1 | -6
Cc1no[n+]([O-])c1COc1ccccc1/C=N/n1nnnc1N | -4 | 1 | 1 | 8 | 3.2 | 1 | 0 | -16 | 1 | -4
Cc1ccccc1OCC(=O)NNC(=O)C1CCCCC1C(=O)O (stereo not given) | 4 | 0.9 | 1 | 6 | 0.7 | -5 | 3 | 2 | 1 | 8
CCc1nc(NC(=O)NS(=O)(=O)c2ccccc2C(=O)OC)nc(OC)n1 | 4 | 1 | 1 | -14 | 0.5 | -6 | -4 | -6 | 1 | 2
O=C(Nc1ccc(Oc2cccnc2)cc1)c1ccccc1F | 10 | 1 | 0.9 | -38 | 3.4 | -7 | 3 | -5 | 1 | 1
O=[N+]([O-])c1ccc(N2CCN(C(=S)Nc3cccc(F)c3)CC2)cc1 | -5 | 1 | 1.1 | -1 | 5.3 | 2 | -4 | -2 | 1 | 4
COc1ccc(/C=C(/NC(C)=O)C(=O)O)cc1 | -4 | 1 | 1 | 1 | -0.9 | -6 | -1 | -9 | 1 | -4
COC(=O)c1c(C(=O)OC)c2cc(C)ccn2c1Cl | -7 | 1.1 | 1.1 | -5 | 0.4 | -4 | 2 | -18 | 1 | -9
Cc1ccc(S(=O)(=O)N2CC3(C)CN(S(=O)(=O)c4ccc(C)cc4)CC(C)(C2)C3)cc1 | -3 | 1 | 1 | -2 | 7.7 | -6 | 11 | -7 | 0.9 | 0
Nc1nonc1C(=O)N/N=C/c1ccc(-c2cccc(C(=O)O)c2)o1 | 3 | 1 | 1 | -15 | 3.0 | -2 | -8 | -7 | 1.1 | -3
CN(CC(=O)N1CCN(c2ccccn2)CC1)S(=O)(=O)c1cccc2nsnc12 | -8 | 1 | 1.1 | -7 | 1.4 | -7 | 7 | -2 | 0.9 | -3
Cc1oc(-c2cc3c(cc2Cl)OCO3)nc1CN1CCCC1c1ccc(F)cc1 (stereo not given) | -9 | 1 | 1.1 | -7 | -0.4 | 16 | -4 | -3 | 1 | -2

Brought forward from above: 3 compounds, followed by the next part.
SMILES | FLuc inh counter | TNAP act hiacc | FLuc stim CS | APP transl inh | RAM network inh | Lmaj promast | bIAP inhibitor | TNAP inh noacc | bIAP activator | TNAP inh hiacc
Nc1nonc1C(=O)N/N=C/c1ccc(-c2cccc(C(=O)O)c2)o1 | 3 | 1 | 1 | -15 | 3.0 | -2 | -8 | -7 | 1.1 | -3
CN(CC(=O)N1CCN(c2ccccn2)CC1)S(=O)(=O)c1cccc2nsnc12 | -8 | 1 | 1.1 | -7 | 1.4 | -7 | 7 | -2 | 0.9 | -3
Cc1oc(-c2cc3c(cc2Cl)OCO3)nc1CN1CCCC1c1ccc(F)cc1 (stereo not given) | -9 | 1 | 1.1 | -7 | -0.4 | 16 | -4 | -3 | 1 | -2
Clc1ccc(-n2nnc(-c3cccnc3Cl)n2)cc1Cl | 16 | 1 | 0.8 | -164 | 3.0 | 0 | 10 | -5 | 0.9 | 0
CCCn1c(=O)c2ccccc2n2c(SCC(=O)NCc3cccs3)nnc12 | -6 | 1 | 1.1 | -1 | 2.2 | 12 | 2 | -12 | 1 | -4
COc1cc(/C=C2\SC(=S)NC2=O)ccc1OS(=O)(=O)c1ccccc1 | 0 | 0.9 | 1 | 9 | 4.9 | 63* | -1 | -2 | 1 | 6
CCC(C)N1C(=O)/C(=C/c2c(NCCCOC(C)C)nc3c(C)cccn3c2=O)SC1=S (stereo not given) | -6 | 0.7 | 1.1 | 0 | 18* | 4 | 40 | 27 | 0.6 | 26
CSc1ncccc1C(=O)Nc1ccc(S(=O)(=O)Nc2nccs2)cc1 | -4 | 1.1 | 1 | 9 | 2.9 | -3 | 24 | -12 | 0.8 | -8
Cc1ccc(S(=O)(=O)N(CC(=O)NCCSc2ccccn2)c2cc(C)cc(C)c2)cc1 | -6 | 1.1 | 1.1 | -13 | 2.9 | 20 | 2 | -5 | 1 | -8
Cc1ccc(C(=O)Nc2ccc([N+](=O)[O-])cn2)o1 | 15 | 1 | 0.9 | -38 | 1.0 | 21 | 14 | -8 | 0.9 | -2
Cc1ccc(-n2nc(C(=O)NCc3ccco3)c3c4ccccc4n(C)c3c2=O)cc1 | -7 | 1 | 1.1 | -28 | 5.1 | -4 | 2 | -5 | 1 | -3
CCc1c(C)sc(NC(=O)/C=C/c2ccc3c(c2)OCO3)c1C(=O)OC | 5 | 0.9 | 0.9 | -23 | 2.4 | -9 | -74 | 2 | 1.7 | 9
COc1ccc(CNC(=O)CSCc2cccc(Cl)c2)cc1 | -9 | 1.1 | 1.1 | -1 | 1.9 | -5 | -34 | -3 | 1.3 | -7
CN(C)c1ccc(/C=N/N=C(N)N)cc1[N+](=O)[O-] | -6 | 0.9 | 1.1 | -7 | -0.1 | -4 | 14 | 8 | 0.9 | 7
O=C1CC(c2ccc(F)cc2)Cc2nc(NCC3CCCO3)ncc21 (stereo not given) | -10 | 1.1 | 1.1 | -7 | -0.4 | -1 | -2 | -4 | 1 | -7
O=C(NCCO)c1cc2ccccc2cc1O | -3 | 1 | 1 | 2 | -0.2 | -6 | 4 | -4 | 1 | 2
CCOC(=O)c1ccc(NC(=O)CCSCCc2ccccn2)cc1 | -4 | 1.1 | 1 | 10 | 0.0 | -4 | 2 | -10 | 1 | -6
O=C(N/N=C/c1c[nH]c2c1ccc1ccccc12)c1ccc([N+](=O)[O-])cc1 | -2 | 1 | 1 | 0 | 2.8 | 2 | 23 | -4 | 0.8 | -3

Continuation:
SMILES | FLuc inh counter | TNAP act hiacc | FLuc stim CS | APP transl inh | RAM network inh | Lmaj promast | bIAP inhibitor | TNAP inh noacc | bIAP activator | TNAP inh hiacc
Cc1cc(C)cc(OCC(=O)Nc2ccc(N3CCN(S(C)(=O)=O)CC3)cc2)c1 | -7 | 1 | 1.1 | 17 | 5.1 | -6 | 3 | -15 | 1 | -4
Cc1cc(=O)oc2cc(OCc3ccc(C(=O)N4CCN(c5ccccc5)CC4)cc3)ccc12 | -1 | 1 | 1 | 8 | 4.9 | 65* | 35 | 9 | 0.6 | -2
O=C(c1ccc(Cl)c(S(=O)(=O)Nc2ccccc2C(=O)N2CCc3ccccc3C2)c1)N1CCc2ccccc2C1 | -8 | 1 | 1.1 | -15 | 6.3 | 78* | -3 | 5 | 1 | 0
O=C(NCCOc1ccccc1)c1cc2ccccc2o1 | 0 | 1.1 | 1 | -96 | 0.8 | -3 | 22 | -1 | 0.8 | -5
O=C1CN(C(=O)COC(=O)CNC(=O)c2ccc(Br)o2)c2ccccc2N1 | 1 | 1 | 1 | 18 | -0.6 | -5 | -7 | -2 | 1.1 | 0
CCSC1=NCCN1C(=O)C(C)(C)Oc1ccc(Cl)cc1 | -5 | 1 | 1 | -30 | 1.5 | 65* | -6 | -10 | 1.1 | -2
CCN(C(=O)COC(=O)c1cc([N+](=O)[O-])ccc1N1CCCCC1)C1CCS(=O)(=O)C1 (stereo not given) | -2 | 0.9 | 1 | -1 | 1.1 | -3 | -13 | -1 | 1.1 | 10
O=C(NC(=S)NCCOCc1ccc(Cl)cc1)c1cccnc1 | -5 | 1 | 1 | 2 | -1.1 | -9 | 26 | -5 | 0.7 | 0
O=S(=O)(NCc1cc(-c2ccc(Cl)cc2)no1)c1ccccc1 | -6 | 1.1 | 1.1 | 2 | 3.5 | -4 | 7 | -12 | 0.9 | -5
CCOc1ccc2nc(NC(=O)CSc3nc(SC)ns3)sc2c1 | -2 | 1 | 1 | -17 | 4.6 | 25 | -2 | -3 | 1 | -3
NC(=O)c1ccccc1NS(=O)(=O)c1ccc2c(c1)OCCO2 | -6 | 1.1 | 1.1 | 0 | 1.2 | -7 | 7 | -7 | 0.9 | -6
COC(=O)C12CCC(C)(c3nc4ccccc4nc31)C2(C)C (stereo not given) | -3 | 1 | 1 | -20 | 0.6 | -3 | 7 | -8 | 0.9 | -4
CCN1CCN(C(=O)C2(NC(=O)Nc3ccccc3Cl)CCCCC2)CC1 | -1 | 1 | 1 | 27 | 2.1 | 55* | -2 | -11 | 1 | 3
CCc1cccc(NC(=O)CN(C)S(=O)(=O)c2cnc[nH]2)c1 | -5 | 1 | 1 | -2 | 1.4 | -4 | 7 | -8 | 0.9 | -3

Part of the list above, field by field.
Molecule: O=S(=O)(NCc1cc(-c2ccc(Cl)cc2)no1)c1ccccc1
  FLuc inh counter: -6
  TNAP act hiacc: 1.1
  FLuc stim CS: 1.1
  APP transl inh: 2
  RAM network inh: 3.5
  Lmaj promast: -4
  bIAP inhibitor: 7
  TNAP inh noacc: -12
  bIAP activator: 0.9
  TNAP inh hiacc: -5

Molecule: CCOc1ccc2nc(NC(=O)CSc3nc(SC)ns3)sc2c1
  FLuc inh counter: -2
  TNAP act hiacc: 1
  FLuc stim CS: 1
  APP transl inh: -17
  RAM network inh: 4.6
  Lmaj promast: 25
  bIAP inhibitor: -2
  TNAP inh noacc: -3
  bIAP activator: 1
  TNAP inh hiacc: -3

Molecule: NC(=O)c1ccccc1NS(=O)(=O)c1ccc2c(c1)OCCO2
  FLuc inh counter: -6
  TNAP act hiacc: 1.1
  FLuc stim CS: 1.1
  APP transl inh: 0
  RAM network inh: 1.2
  Lmaj promast: -7
  bIAP inhibitor: 7
  TNAP inh noacc: -7
  bIAP activator: 0.9
  TNAP inh hiacc: -6

Looked up above:
O=S(=O)(NCc1cc(-c2ccc(Cl)cc2)no1)c1ccccc1 @ TNAP inh noacc = -12
O=C(NCCOc1ccccc1)c1cc2ccccc2o1 @ TNAP inh hiacc = -5

Screens deposited in PubChem BioAssay by several laboratories.
